Source: PubChem BioAssay (several laboratories)
GRK2 aptamer HTS: blocks RNA aptamer binding to human GRK2. actives 0.59% (n = 330,000). inhibition of aptamer binding, % at 10 µM. bead flow cytometry, FAM-aptamer displacement from GRK2. P25098;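 active means inhibition of aptamer binding above 40%, roughly 3 SD of noise, on plates passing a quality check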;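 further: median bead fluorescence of bound FAM aptamer so fluorescent compounds give negative values; no value below 0 was filed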
MCL1-BIM inh: disrupts human MCL1 binding to BIM-BH3 peptide | actives 0.68% (n = 320,000) | GST-MCL1 / FITC-Bim-BH3 fluorescence polarization | inhibition, % at 10.9 µM | Q07820;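 active means inhibition above the mean inhibition of all tested compounds plus 3 SD, set per campaign, cut at about 40% in these data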;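 further: 0% = DMSO wells and 100% = unlabeled Bim-BH3 peptide control; higher means more loss of mP so more displacement of Bim peptide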
Target sequence (Q07820 whole entry, looked up): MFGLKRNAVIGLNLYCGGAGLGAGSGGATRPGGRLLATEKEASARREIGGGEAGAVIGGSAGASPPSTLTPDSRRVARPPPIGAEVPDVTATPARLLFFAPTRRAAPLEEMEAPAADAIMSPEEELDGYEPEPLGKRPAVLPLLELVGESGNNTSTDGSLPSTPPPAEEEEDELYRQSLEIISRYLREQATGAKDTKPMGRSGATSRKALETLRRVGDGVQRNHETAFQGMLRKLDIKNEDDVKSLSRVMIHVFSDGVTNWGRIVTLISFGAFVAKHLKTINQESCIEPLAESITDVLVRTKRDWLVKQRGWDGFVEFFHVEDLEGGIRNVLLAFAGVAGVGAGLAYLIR
Fam108B counter: counter-screen for RBBP9 inhibitors: inhibitors of mouse Fam108B; recombinant Fam108B, FP-Rh probe fluorescence polarization; inhibition, % at 9.51 µM; actives 0.33% (n = 300,000);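 active means inhibition above the screen mean inhibition plus 3 SD, computed separately per campaign, cut at about 18% in these data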;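 further: inhibitors lower polarization as less probe binds the enzyme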
BCLXL inh: inhibitors of human Bcl-xL; inhibition, % at 10.9 µM; actives 0.7% (n = 320,000); AID 2129; GST-Bcl-xL / FITC-Bim BH3 peptide fluorescence polarization;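 active means inhibition above the mean of all tested compounds plus 3 SD, cutoff set per campaign, cut at about 30% in these data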;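 further: 0% = DMSO wells and 100% = unlabeled Bim-BH3 peptide competitor; inhibitors lower millipolarization by displacing the labeled peptide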
Target sequence (Q07817 whole entry, looked up): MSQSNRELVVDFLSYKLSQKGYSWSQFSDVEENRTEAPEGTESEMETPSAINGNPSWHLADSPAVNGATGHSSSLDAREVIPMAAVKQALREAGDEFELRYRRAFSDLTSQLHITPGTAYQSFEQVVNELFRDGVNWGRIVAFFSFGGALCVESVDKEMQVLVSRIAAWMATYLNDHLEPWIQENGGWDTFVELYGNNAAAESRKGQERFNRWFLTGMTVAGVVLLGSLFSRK
VLA-4 inh: inhibition in a human VLA-4 binding assay; P13612; VLA-4 expressing cells, ligand binding flow cytometry; inhibition, % (about 7 µM as worked out from the volumes in the protocol); actives 0.2% (n = 330,000); in the data active means inhibition above about 50%
MEX-5 binding: C. elegans MEX-5 TCR-2 RNA binding activity | Q9XUB2 | MEX-5/FITC-TCR2 RNA binding, fluorescence polarization; stronger effect = lower value | activity score (negative = inhibition of binding), % at 10 µM | actives 0.38% (n = 300,000);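 active means inhibition past about -25% in most replicates, and total fluorescence under double the plate's negative control median, limit read from the data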;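 further: 0% = DMSO and -100% = 5 µM competing unlabeled TCR2 RNA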
Target sequence (Q9XUB2 whole entry, looked up): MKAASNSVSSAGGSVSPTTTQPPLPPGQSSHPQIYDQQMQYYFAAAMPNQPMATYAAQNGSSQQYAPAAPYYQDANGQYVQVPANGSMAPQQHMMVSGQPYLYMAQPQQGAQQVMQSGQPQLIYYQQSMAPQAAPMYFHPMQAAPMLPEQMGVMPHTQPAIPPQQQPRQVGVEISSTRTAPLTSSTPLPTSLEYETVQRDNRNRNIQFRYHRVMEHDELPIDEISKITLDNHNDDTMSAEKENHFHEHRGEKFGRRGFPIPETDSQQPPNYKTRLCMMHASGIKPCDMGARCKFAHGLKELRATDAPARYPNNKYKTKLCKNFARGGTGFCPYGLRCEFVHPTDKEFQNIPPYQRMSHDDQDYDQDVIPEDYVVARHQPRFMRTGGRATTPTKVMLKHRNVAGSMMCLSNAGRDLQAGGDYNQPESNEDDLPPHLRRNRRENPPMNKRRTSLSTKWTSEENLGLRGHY
AGP1 TOR yeast: alters AGP1-GFP fluorescence in TOR pathway yeast screen | AID 2066 | actives 0.02% (n = 320,000) | GFP response vs DMSO, % at 10 µM | S. cerevisiae AGP1-GFP multiplex flow cytometry, 3 h; GFP as percent of DMSO wells;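 active means GFP response relative to DMSO above a set limit, near screen average plus 3 SD, cut at about 150% in these data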;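 further: median GFP channel fluorescence of the gated AGP1 strain per well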
GLD-1 RNA inh: GLD-1-TGE RNA interaction inhibition (C. elegans) | purified GLD-1 + fluorescein TGE RNA, fluorescence polarization | Q17339 | inhibition, % at 5.96 µM | actives 0.44% (n = 320,000);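 active means percent inhibition above a per-plate cutoff, the plate mean of test compounds plus 3 SD, cut at about 30% in these data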;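 further: 0% = DMSO wells with GLD-1 and probe and 100% = wells lacking GLD-1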
CIT2-GFP yeast: yeast TOR pathway CIT2-GFP modulation; S. cerevisiae CIT2-GFP strain, flow cytometry, 3 h; 100 means same as DMSO wells; GFP response vs DMSO, % at 10 µM; actives 0.065% (n = 320,000);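 active means GFP response relative to DMSO above a set limit, near the screen mean plus 3 SD, cut at about 150% in these data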;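 further: ratio of well median GFP fluorescence to mean of DMSO wells on the plate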
Active calls of the source: *; / = not tested or not shown.

SMILES	GRK2 aptamer HTS	MCL1-BIM inh	Fam108B counter	BCLXL inh	VLA-4 inh	MEX-5 binding	AGP1 TOR yeast	GLD-1 RNA inh	CIT2-GFP yeast
Cc1cc(C)c(NC(=O)COc2ccccc2C(=O)Nc2ccc3c(c2)oc2ccccc23)c(C)c1	0	4	-4	5	13	0.1	98	0	/
Cc1ccc(NC(=O)Nc2ccc(F)c(Cl)c2)cc1	0	2	-3	4	4	-1.3	90	0	88
Cc1c(N(C(=O)c2cc(=O)[nH]c3ccccc23)C(C)C)c(=O)n(-c2ccccc2)n1C	0	1	-6	0	10	0.1	105	4	105
c1ccc(-c2ccc(OCCCNC3CCCC3)cc2)cc1	0	1	1	2	6	-0.4	111	-10	88
CCc1nc2nc(C)c(NS(=O)(=O)c3ccc(Cl)cc3)c(=O)n2[nH]1	0	-3	-4	-4	-19	1.5	101	2	102
COc1ccc(C(Nc2ccccn2)c2c(NC(=O)c3ccco3)sc(C)c2C)cc1OC (centres undefined)	1	3	1	-2	-6	0.4	103	10	103
CC1(C)CC(NC(=O)c2ccc(Cl)cc2)CC(C)(C)N1	0	7	-1	3	13	0.3	102	1	110
CC1Cc2ccccc2N1CC(=O)NC(=O)NCc1ccccc1 (centres undefined)	0	4	9	4	-5	-0.7	96	5	93
CSc1ncccc1C(=O)N1CCCC(C(=O)c2cc(F)ccc2F)C1 (centres undefined)	0	2	1	5	2	3.1	108	-2	99
COC(=O)c1cc(Nc2cc(C)c3c(O)cccc3n2)cc(C(=O)OC)c1	1	1	0	3	11	0.7	98	4	102
Cc1cc(=O)[nH]c(SCC(=O)c2ccc(C(C)C)cc2)n1	2	11	1	4	11	0.4	92	2	100
CC(=O)N1CCc2cc(S(=O)(=O)CCC(=O)NCc3ccc4c(c3)OCO4)ccc21	3	7	2	3	-10	-1.6	104	8	102
COc1c2ccoc2c(OC(C)=O)c2oc(C)cc(=O)c12	3	3	0	5	6	1.8	86	7	85
CCc1nc(N[C@H](C(=O)O)C(C)C)c2oc3ccccc3c2n1	0	-4	3	2	-4	3.5	104	-9	100
CC1=C(SCCC#N)S/C(=C2\SC(C)=C(SCCC#N)S2)S1	3	16	6	13	23	-2.4	102	4	103
COCCNC(=O)c1ccc(N2CC3CC(C2)c2cccc(=O)n2C3)c(NC(=O)c2ccc(F)cc2)c1 (centres undefined)	0	-1	0	4	4	-1.0	92	2	100
O=C(Nc1ccccc1)N(Cc1ccccc1)Cc1ccccc1	0	0	0	2	2	0.4	/	6	104
Oc1cccc(C(=S)N2CCN(Cc3ccccc3)CC2)c1	0	19	0	15	-14	-2.1	/	10	100
CCCCN(C(=O)CSc1nncn1-c1ccccc1OC)c1c(N)n(Cc2ccccc2)c(=O)[nH]c1=O	3	-6	4	-9	-3	-0.7	95	-1	88
c1ccc(Cn2nnnc2C(c2cccnc2)N2CCN(C3CCCCC3)CC2)cc1 (centres undefined)	3	8	-2	3	1	-0.8	109	1	106
CSC1=NCCN1C(=O)c1ccc(S(=O)(=O)N2CCCC2)cc1	3	-4	3	-2	-5	1.7	101	1	96
CCOc1ccc(NC(=O)CN(C)C(=O)c2c(-c3ccccc3Cl)noc2C)cc1OCC	1	1	0	4	6	3.3	98	9	94
O=c1cc(CNc2cc(C(F)(F)F)cc(C(F)(F)F)c2)nc2sccn12	1	-1	0	3	12	2.3	98	7	95
COCC1CCN(Cc2cn(C)nc2-c2cccc(Cl)c2)C1 (centres undefined)	3	-4	1	2	16	0.7	100	7	104
COc1ccc(OC)c(NC(=O)C2CCCCC2)c1	2	-3	3	4	1	2.0	103	2	99
Cc1ccc(OCCNC(=O)c2ccc(NC(=O)CC3SC(N4CCCC4)=NC3=O)cc2)cc1 (centres undefined)	0	0	1	-1	1	0.7	88	-2	96
CCN(CC)S(=O)(=O)c1ccc(N2CCOCC2)c(NC(=O)COc2ccccc2C#N)c1	3	-2	5	3	4	0.1	118	0	113
CCOC(=O)c1cc(C(=O)NCc2ccc(Cl)cc2Cl)nn1C	15	4	-3	0	11	-0.6	89	-1	93
Cc1cc(C(=O)Nc2cnc3ccccc3c2)ccc1[N+](=O)[O-]	0	3	6	0	6	1.6	31	10	77
CC(c1ccccc1)n1c(S(=O)(=O)O)nc2ccccc21 (centres undefined)	0	2	-6	-1	-9	1.5	92	2	91
O=[N+]([O-])c1ccc(-c2ncc(-c3ccc(Br)cc3)o2)cc1	2	4	1	3	-1	-10	99	12	89
O=C(OCC(=O)N1CCCC1)c1ccc(NS(=O)(=O)c2cccs2)cc1O	0	7	5	6	-1	1.0	101	2	101
CCC(C)NC(=O)CCCc1ccccc1 (centres undefined)	0	-8	5	2	4	-1.2	104	2	108
COC(=O)c1ccc(Cl)c(NC(=O)CN2CCN(C)CC2)c1	4	0	-5	0	3	1.3	/	4	98
CC(NC(=O)N1CCOCC1)c1ccccc1 (centres undefined)	0	6	3	-2	-4	0.4	97	-4	94
O=C(Cc1ccccc1)Nc1ccc(Br)c(Cl)c1	0	3	1	2	5	0.9	96	-2	88
COc1ccccc1N(CC(=O)N1CCC(C(N)=O)CC1)S(=O)(=O)c1ccccc1	1	0	-2	4	-2	0.1	91	5	96
Cc1nc(NC(=O)C2CC2)sc1C(=O)NC1CCCCC1	0	5	4	6	14	1.2	114	7	102
CCCc1[nH]nc2c1C(c1cn[nH]c1-c1ccc(F)cc1)C(C#N)=C(N)O2 (centres undefined)	7	11	3	7	6	-1.3	100	0	100
CC(=O)NC(=S)Nc1ccc(NC(=S)NC(=O)c2cccs2)cc1	0	3	-1	4	18	-0.7	99	6	107
CC(C)C[C@H](CO)Nc1nc(Nc2cccc(Cl)c2)c2ncn(C(C)C)c2n1	2	0	4	4	8	-1.5	84	-6	88
COc1ccc(-c2nn(Cc3ccccc3)cc2C(=O)N2CCN(c3ncccn3)CC2)cc1OC	0	-3	/	3	-19	/	93	-2	95
OC1(c2ccccc2)CN(c2ccccc2)C2=[N+]1CCS2 (centres undefined)	0	1	4	11	36	0.9	/	7	/
O=C(O)CCCC(=O)N1CCc2cc(S(=O)(=O)NCc3ccccc3)ccc21	0	5	2	8	1	0.4	97	-2	91
O=C(CSc1nnc(-c2ccc(F)cc2)c2ccccc12)Nc1cccc(Cl)c1	0	-10	-16	1	-4	1.8	100	8	97
Cn1c2ccccc2c2cc(/C=C(\NC(=O)c3ccccc3)C(=O)NCC(=O)O)ccc21	0	-29	2	-16	1	/	103	-71	102
CC(C)CNC(=O)c1cccc(NC(=O)c2ccc3c(c2)C(=O)N(C)C3=O)c1	1	4	0	8	6	-4.0	100	0	106
CCOC(=O)c1c(C)n(C)c2c(C)cc(O)c(OC(=O)CC)c12	0	9	-8	4	20	-0.2	/	-2	106
CC1=C(C(=O)OCc2ccccc2)C(c2ccc([N+](=O)[O-])cc2)NC(=O)N1C (centres undefined)	3	7	15	4	-7	0.1	101	7	100
O=C(CSc1ccccc1)NC1CCCCCCC1	0	1	0	1	11	-0.7	101	7	91
CC(=O)Nc1ccc2c(CN3C(=O)NC(C)(c4ccc(C)cc4)C3=O)cc(=O)oc2c1 (centres undefined)	4	-1	-8	3	-6	-1.1	100	4	101
COc1ccccc1NC(=O)CCc1nc2sc3c(c2c(=O)[nH]1)CCCC3	1	1	3	-6	21	0.9	94	-3	96
CN(C)N1C(N)=C(C#N)C(c2cccs2)C2=C1CC(C)(C)CC2=O (centres undefined)	0	-2	-2	3	10	1.8	106	6	95
O=C(CSc1ncccn1)NC(=O)NCc1ccco1	4	9	3	9	-9	-0.6	100	11	103
NS(=O)(=O)c1ccc(NC(=O)COC(=O)CCc2nc3ccccc3c(=O)[nH]2)cc1	5	0	/	2	-11	/	97	-2	90
O=C(NCc1cccs1)c1ccccc1[N+](=O)[O-]	0	2	0	2	3	0.8	102	8	105
CN(C)C(=O)N1CCC(C(=O)NCc2ccccc2)CC1	1	-1	-1	-2	-5	-1.6	100	-2	94
CC(=O)c1ccc(NC(=O)CSc2nnc(NC(=O)CN3CCOCC3)s2)cc1	3	2	6	5	18	0.4	112	1	97
Cc1ccc(-c2csc3ncn(CC(N)=O)c(=O)c23)cc1C	0	-4	2	1	7	2.7	100	3	102
COc1cc2cc(Oc3ccc4ccc(=O)oc4c3)c(=O)oc2cc1OC(=O)/C=C/c1ccccc1	2	15	1	5	-9	0.8	89	-1	83

Record cards, as listed above.
Profile of CC(C)CNC(=O)c1cccc(NC(=O)c2ccc3c(c2)C(=O)N(C)C3=O)c1 → GRK2 aptamer HTS = 1; MCL1-BIM inh = 4; Fam108B counter = 0; BCLXL inh = 8; VLA-4 inh = 6; MEX-5 binding = -4.0; AGP1 TOR yeast = 100; GLD-1 RNA inh = 0; CIT2-GFP yeast = 106
Profile of COC(=O)c1cc(Nc2cc(C)c3c(O)cccc3n2)cc(C(=O)OC)c1 → GRK2 aptamer HTS = 1; MCL1-BIM inh = 1; Fam108B counter = 0; BCLXL inh = 3; VLA-4 inh = 11; MEX-5 binding = 0.7; AGP1 TOR yeast = 98; GLD-1 RNA inh = 4; CIT2-GFP yeast = 102

Later entries:
SMILES	GRK2 aptamer HTS	MCL1-BIM inh	Fam108B counter	BCLXL inh	VLA-4 inh	MEX-5 binding	AGP1 TOR yeast	GLD-1 RNA inh	CIT2-GFP yeast
CCc1ccc(N2C(=O)C(Cl)=C(N3CCCCCC3)C2=O)cc1	1	/	/	/	20	5.8	94	/	99
COC(=O)[C@]1(C)N[C@H](CN(C)C(=O)COc2ccccc2)[C@@H]2C(=O)N(C)C(=O)[C@@H]21	7	/	/	/	-2	/	103	1	106
COc1ccc(CCNC(=O)c2ccc(S(=O)(=O)N(C)c3ccccc3)cc2)cc1OC	0	-6	1	-5	26	-4.6	98	3	103
COc1ccc(C(=O)NCCONC(=O)c2ccc(OC)cc2)cc1	0	2	1	3	12	-3.0	105	5	103
O=[N+]([O-])c1cc(/C=N/Nc2nc(N3CCCCC3)nc(N3CCCCC3)n2)ccc1O	1	3	4	10	-107	-0.1	76	-5	99
CCCSc1nnc(CNC(=O)C23CC4CC(CC(C4)C2)C3)n1Cc1ccccc1	0	-13	-1	1	11	-1.7	94	3	93
Cc1c(Cl)cccc1N(Cc1ccc(C(=O)O)cc1)S(=O)(=O)c1ccccc1	0	-2	-2	7	31	3.2	93	6	88
COc1cc(NC(=O)c2cc(-c3ccc4c(c3)OCO4)on2)cc(OC)c1OC	0	0	-1	4	11	-0.7	107	3	104
COCCNC(=O)C(OC(=O)C1=Cc2ccccc2OC1)C(C)C (centres undefined)	1	-7	-7	-2	20	-3.4	97	1	93
CCOc1cc(C(=O)Nc2ccc(N3CCN(C(C)=O)CC3)cc2)cc(OCC)c1OCC	0	0	-3	8	8	-0.6	90	5	108
O=C(Nc1ccc2c(c1)OCCO2)c1ccncc1	6	9	1	3	-1	0.7	96	-2	92
C#CCOCCOCCOCCNc1nc(N2CCOCC2)nc(N2CCN(C(=O)[C@H](CC(N)=O)n3cc([C@@H](N)C(C)C)nn3)CC2)n1	0	/	/	/	9	/	96	10	88
COc1ccc(CCN2C(=O)CC(Sc3ncccc3C(=O)O)C2=O)cc1OC (centres undefined)	1	3	1	4	16	-1.0	90	2	90
O=C1c2ccccc2C(=O)N1CC1c2ccccc2CCN1S(=O)(=O)c1cnc[nH]1 (centres undefined)	0	5	0	0	-11	3.2	108	-2	/
CC1(C)CC(NC(=O)C23CCC(C)(C(=O)C2=O)C3(C)C)CC(C)(C)N1 (centres undefined)	2	0	1	3	7	0.9	108	6	101
